Salmonella PhoP GFP: inhibitors of PhoP regulon expression, primary screen, Salmonella Typhimurium, GFP reporter (AID 1863). hit rate 0.16% among 300,000. S. Typhimurium PhoP-regulated promoter GFP reporter, 4 h; higher % means a stronger effect. inhibition, % at 50 µM, or IC50 in µM where a hit was titrated;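 active = inhibition over 29.93%, a cutoff 3 SD above the screen mean, later confirmed by dose response; inconclusive = inhibition over 29.93% but no dose response follow-up; inactive = inhibition at most 29.93% or unconfirmed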;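 also: 0% = low Mg2+ inducing control and 100% = high Mg2+ repressing control; strong numbers were not always called active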
WT yeast gro inh: growth inhibition of WT strain, primary screen, mitochondrial fusion inhibitor project, WT and mutant strains, chemical genetic | inhibition, % at 10 µM | hit rate 2.1% among 190,000 | mitochondrial fusion phenotypic screen; in the data active = inhibition above about 58%; tested in S. cerevisiae
human PMI inhibition: inhibitors of human PMI, primary screen, biochemical, fluorescence intensity, coupled assay (AID 1209). one-dose inhibition, % at 20 µM; IC50 in µM for titrated hits. hit rate 0.42% among 190,000. purified PMI enzyme, coupled fluorescence intensity; higher % means a stronger effect;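 also: plate controls were DMSO vehicle for no effect and wells lacking substrate for full effect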
RSV CPE inhibition: RSV antiviral activity via CPE protection, HEp-2 cells, primary 10 µM value included (AID 2391); HEp-2 cells, RSV-induced CPE inhibition; higher % means a stronger effect; one-dose CPE inhibition, % at 10 µM; IC50 in µM for titrated hits; hit rate 0.13% among 310,000; in the data active = a potency from the dose series; inconclusive = CPE inhibition mostly from about 23% at the one dose, without a potency; inactive = the rest, 99 in 100 with CPE inhibition below about 21%; also: strong numbers were not always called active
human PMI inhibitors: human PMI inhibitors, high substrate, primary screen, biochemical, fluorescence intensity, high mannose 6-phosphate (AID 1220). hit rate 0.66% among 190,000. recombinant PMI enzyme, coupled fluorescence intensity; higher % means a stronger effect. inhibition, % at 20 µM; hits with a dose series show IC50 in µM
XIAP antagonists: XIAP antagonists, biochemical, IAP family, fluorescence polarization (AID 1018). displacement, % at 20 µM, or IC50 in µM where a hit was titrated. XIAP BIR domain, fluorescence polarization peptide displacement; higher % means a stronger effect. hit rate 0.007% among 200,000; in the data active = displacement above about 50%; also: a part of the inactive calls stands beside numbers as strong as those of hits
SIAH1 antagonists: Siah-1 peptide-binding antagonists, primary screen, biochemical, fluorescence polarization, rhodamine-plectin, uHTS (AID 1817); Siah-1 / rhodamine-plectin peptide fluorescence polarization; higher % means a stronger effect; hit rate 0.02% among 290,000; displacement, % at 20 µM; hits with a dose series show IC50 in µM;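 active = displacement of at least 50% at 20 µM, with a fluorescence ratio check between 0.3 and a set limit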;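 also: plate controls were Siah plus tracer with DMSO for no effect and tracer alone without Siah for full effect; strong numbers were not always called active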
Myeloid diff MLP: induction of myeloid progenitor differentiation, primary screen, cell-based, flow cytometry, MLPCN library; ER-HoxA9 myeloid progenitors, lysozyme-GFP differentiation; calls only at 10 µM; hit rate 1% among 360,000; AID 624256, 2012;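 active = normalized GFP-positive differentiation at or above the plate's own cutoff, the solvent-only control mean plus 3 SD; inconclusive = no clear call, values can overlap the other calls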;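 also: cells exposed to compound for four days before flow analysis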
TNAP activation fold: human TNAP enzyme activators, primary screen, biochemical, luminescent, no phosphate acceptor, uHTS (AID 1001); Alkaline phosphatase, tissue-nonspecific isozyme (Homo sapiens); purified TNAP, luminescent activation assay, no phosphate acceptor; higher activation fold means a stronger effect; activation fold at 20 µM, or EC50 in µM where a hit was titrated; hit rate 0.03% among 200,000; in the data active = activation fold from about 3, or a potency from the dose series; inactive = the rest, 99 in 100 with activation fold below about 1.6; also: many of its hits are not listed in these tables
WT yeast gro inh mutant strain: second read-out of WT yeast gro inh, no call of its own (marks repeat the call); inhibition, %; mitochondrial fusion phenotypic screen, mutant strain inhibition
Myeloid diff MLP GFP+ MAC1+ %: second read-out of Myeloid diff MLP, no call of its own (marks repeat the call); GFP+ MAC1+ double positive, %; measured here: differentiation confirmed by MAC1 staining
Starred values were filed as active, the others as inactive; i = inactive; ? = inconclusive; . = not tested or not shown. Rule as the data show it, unless noted: active = inhibition above about 50%; inactive = the rest.

SMILES	Salmonella PhoP GFP	WT yeast gro inh	WT yeast gro inh mutant strain	human PMI inhibition	RSV CPE inhibition	human PMI inhibitors	XIAP antagonists	SIAH1 antagonists	Myeloid diff MLP	Myeloid diff MLP GFP+ MAC1+ %	TNAP activation fold
C/C(CC(=O)Nc1cccnc1)=N\NC(=O)c1ccc([N+](=O)[O-])c(Cl)c1	9%	-8	-9	8%	1.9%	18%	-14%	-5%	i	0.2	1.1
CC(C)C(=O)Nc1nnc(CCN2CCOCC2)s1	13%	-29	-14	-3%	0.4%	-10%	-2.6%	-2%	i	1.1	1
O=S(=O)(Nc1ccc2c(c1)nc1n2CCOC1)c1ccc(Cl)cc1	-7%	-13	-7	4%	4.8%	6%	-3.4%	0%	i	3.3	1.1
C=CCn1c(C)cc(C(=O)Cn2ncc(Cl)c(Cl)c2=O)c1C	-9%	-28	-13	3%	-2.5%	13%	-4.6%	0%	?	.	1.1
CCOC(=O)C1=C(C)NC(C)=C(C(=O)OCC)C1C(=O)O	4%	-4	-3	-7%	0.6%	-4%	-0.3%	2%	i	2.6	1.1
Cc1cccc(C)c1NC(=S)NCc1ccncc1	15%	.	.	.	1.6%	.	.	-2%	i	0.4	.
COc1ccc(O)c(C2=Nc3ccccc3N=C(c3cccs3)C2)c1	-4%	36	8	21%	2.2%	7%	-3.9%	-4%	i	0.2	1.2
O=C(N/N=C/c1cccnc1)c1cc2ccccc2o1	-14%	-5	2	-7%	0.0%	0%	-3.4%	15%	i	0.4	1
CC(=O)Nc1ccccc1-c1ccc(C)o1	3%	7	1	10%	-0.1%	1%	-7.4%	3%	.	.	1.1
CC(=O)c1ccc(N2CCN(C(=O)/C=C/c3cccs3)CC2)cc1	0%	7	9	-5%	-0.7%	-6%	-3.5%	10%	i	0.4	1.1
O=C(O)CC(NC(=O)C1c2ccccc2Oc2ccccc21)c1ccc(OC2CCCC2)cc1 (stereo unspecified)	2%	-4	15	-21%	-0.8%	-3%	-1.6%	10%	i	0.2	1.1
CCOC(=O)N1CCN(S(=O)(=O)c2ccc(C(=O)Nc3sc4c(c3C(=O)OC)CCN(C)C4)cc2)CC1	-6%	.	.	.	-0.8%	.	.	2%	i	1.0	.
COc1ccc(-c2c(C#N)c(N)nc3c2CCC3)cc1	1%	9	1	-8%	8.7%	0%	-4.8%	2%	i	0.4	1
c1ccc(CNc2cnccn2)cc1	-2%	-4	-131	3%	0.7%	6%	-6.7%	-2%	i	4.8	1.1
COc1cccc(-c2nc(CS(=O)(=O)CC(=O)NCc3ccccc3OC)c(C)o2)c1	-1%	14	-1	10%	0.3%	10%	-3.5%	0%	i	2.6	1
CC1=Nc2cc(C(=O)NCCN3CCOCC3)ccc2Sc2c(C)ccc(C)c21	-2%	.	.	.	-0.7%	.	.	4%	i	4.4	.
Cc1oc(-c2cccs2)[n+]([O-])c1C	10%	3	-8	10%	0.4%	12%	-18%	1%	i	0.9	1.1
O=C(c1cnc2ccc3ccccc3c2c1)c1cc(F)ccc1O	5%	.	.	.	0.4%	.	.	-5%	i	0.3	.
COC(=O)c1cc(Oc2ccc(C(=O)OC)cc2N)cc(C(=O)OC)c1	13%	-1	-2	15%	-0.5%	6%	-15%	2%	i	0.5	1.1
COc1ccc(/C=N/NC(=O)CC#N)cc1Oc1nc(Cl)ncc1F	-5%	.	.	.	-0.3%	.	.	-1%	i	0.5	.
CN(Cc1ccccc1)C(=O)c1ccccc1NC(=O)C1CC1	3%	-3	0	-8%	0.6%	-13%	-7.4%	0%	i	0.3	1
CCc1cccc2c1NC(=O)C21OCCO1	-1%	.	.	.	0.6%	.	.	-1%	i	0.9	.
CCn1nc(C)cc1C(=O)N1CCCC(C(=O)c2ccc3ccccc3c2)C1 (stereo unspecified)	11%	8	-2	8%	6.9%	6%	-3.8%	1%	i	0.5	1.1
Cn1c(=O)n(C)c2cc([N+](=O)[O-])c(N3CCN(C(=O)c4ccc(F)cc4)CC3)cc21	-4%	-1	9	0%	9.5%	-1%	-3.0%	5%	i	0.4	1

Of the compounds above, 2 have a COOH group:
SMILES	Salmonella PhoP GFP	WT yeast gro inh	WT yeast gro inh mutant strain	human PMI inhibition	RSV CPE inhibition	human PMI inhibitors	XIAP antagonists	SIAH1 antagonists	Myeloid diff MLP	Myeloid diff MLP GFP+ MAC1+ %	TNAP activation fold
CCOC(=O)C1=C(C)NC(C)=C(C(=O)OCC)C1C(=O)O	4%	-4	-3	-7%	0.6%	-4%	-0.3%	2%	i	2.6	1.1
O=C(O)CC(NC(=O)C1c2ccccc2Oc2ccccc21)c1ccc(OC2CCCC2)cc1 (stereo unspecified)	2%	-4	15	-21%	-0.8%	-3%	-1.6%	10%	i	0.2	1.1

Two successive entries from above, quoted:
SMILES	Salmonella PhoP GFP	WT yeast gro inh	WT yeast gro inh mutant strain	human PMI inhibition	RSV CPE inhibition	human PMI inhibitors	XIAP antagonists	SIAH1 antagonists	Myeloid diff MLP	Myeloid diff MLP GFP+ MAC1+ %	TNAP activation fold
CCc1cccc2c1NC(=O)C21OCCO1	-1%	.	.	.	0.6%	.	.	-1%	i	0.9	.
CCn1nc(C)cc1C(=O)N1CCCC(C(=O)c2ccc3ccccc3c2)C1 (stereo unspecified)	11%	8	-2	8%	6.9%	6%	-3.8%	1%	i	0.5	1.1

Further records follow:
SMILES	Salmonella PhoP GFP	WT yeast gro inh	WT yeast gro inh mutant strain	human PMI inhibition	RSV CPE inhibition	human PMI inhibitors	XIAP antagonists	SIAH1 antagonists	Myeloid diff MLP	Myeloid diff MLP GFP+ MAC1+ %	TNAP activation fold
O=C(CSc1nnc(-c2ccco2)n1-c1ccccc1)NCc1ccco1	0%	-5	21	-11%	0.8%	-5%	-4.3%	-1%	i	1.2	1
CCCCC1(C)NC(=O)c2c(C)sc(C(=O)OCC)c2N1 (stereo unspecified)	7%	14	1	6%	1.6%	3%	37%	-2%	i	0.8	1.1
COc1ccc(OCCn2nnc(-c3ccc(Cl)cc3)n2)cc1	-3%	0	1	15%	2.3%	1%	-1.5%	3%	i	0.4	1.1
CCCCn1c(SCC(N)=O)nnc1-c1ccco1	-2%	10	1	3%	0.4%	8%	-1.4%	0%	i	0.5	1.1
Cc1ccc(NC(=O)C(C)N2CCOCC2)c(C(=O)c2ccccc2)c1 (stereo unspecified)	2%	7	4	12%	-0.2%	12%	-7.0%	-6%	i	0.4	1
CC(C)C(=O)NC(NC1CCS(=O)(=O)C1)C(Cl)(Cl)Cl (stereo unspecified)	0%	-14	-4	7%	0.7%	11%	5.7%	3%	i	0.4	1.1
CC(O)Cn1ccccc1=N (stereo unspecified)	-2%	8	-3	0%	1.0%	12%	-8.5%	7%	i	1.7	1.1
CC(=O)C1=C(C)NC(C)=C(C(C)=O)C1c1ccc(-c2ccccc2Cl)o1	2%	14	8	8%	.	5%	1.0%	1%	i	0.9	1.1
N#C/C(=C/c1cccnc1)c1ccccc1	-7%	.	.	.	0.2%	.	.	2%	i	0.7	.
O=C(Oc1cc(Cl)ccc1Cl)c1ccc(N2CCOCC2)c([N+](=O)[O-])c1	-11%	10	-8	10%	1.4%	13%	-2.6%	-10%	i	0.3	1.1
CC(C)(C)NC(=O)NC(=O)COC(=O)Cc1c(F)cccc1Cl	-1%	-15	2	-18%	-0.9%	-10%	-7.0%	-7%	i	0.0	1
COc1ccc(Nc2nc(CN3CCOCC3)nc3sc4c(c23)CCC(C)C4)cc1OC (stereo unspecified)	-6%	-6	-11	8%	1.8%	11%	-2.9%	-2%	.	.	1.2
Cc1ccc(N(C(C)C(=O)N2CCCC2)S(C)(=O)=O)cc1 (stereo unspecified)	7%	.	.	.	0.2%	.	.	1%	i	0.4	.
O=C1CC(N2CCN(c3ccc(F)cc3)CC2)C(=O)N1Cc1ccc(N2CCCC2=O)cc1 (stereo unspecified)	-4%	11	16	8%	.	8%	1.2%	5%	i	0.2	1.1
Cc1nc2nc(Cc3ccccc3)[nH]n2c(=O)c1Cl	0%	-7	-10	1%	0.6%	-6%	-5.6%	-1%	i	0.2	1
CCC(NC(=O)CCc1c(C)c2cc3c(-c4ccccc4)coc3cc2oc1=O)C(=O)O (stereo unspecified)	2%	.	.	.	2.0%	.	.	-7%	i	0.6	.
COc1ccc(C(=O)CSc2nnc(Cn3nnc4ccccc43)n2C)cc1	11%	-27	8	-6%	-1.7%	-9%	-6.6%	-2%	i	5.7	1
Cc1nn(C)cc1CN1CCCC(C(=O)c2ccc(-c3ccccc3)c(F)c2)C1 (stereo unspecified)	-7%	35	47	4%	-0.5%	-4%	1.6%	8%	i	0.2	1.1
CCC(=O)Nc1c2c(nc3c1CCC3)CCCC2	3%	2	-12	-10%	1.0%	-4%	-2.3%	3%	i	1.3	1
O=C1/C(=N/n2cnnc2)c2ccccc2N1Cc1ccccc1	-5%	4	-7	2%	0.3%	1%	-4.7%	4%	.	.	1.1
COc1ccc(CCN(C)C(=O)CSc2nccn2C)cc1OC	-3%	-14	3	3%	-0.8%	0%	-1.2%	0%	i	0.6	1.1
CSCCC1NC(=S)N(Cc2ccccc2)C1=O (stereo unspecified)	-2%	.	.	.	1.0%	.	.	11%	i	0.7	.
Cc1cc(Cl)ccc1OCCCC(=O)NCCCn1ccnc1	7%	-5	-4	1%	-1.6%	3%	-3.3%	-2%	i	0.7	1.1
CCNC(=S)N/N=C/c1cccc(OCc2c(F)cccc2Cl)c1	2%	69*	35*	10%	7.5%	-2%	-13%	0%	i	1.1	1
COc1cccc(-c2cc(C(=O)Nc3cc(OC)c(OC)c(OC)c3)no2)c1	-7%	-6	2	13%	14%	13%	-8.0%	1%	i	10	1
Cc1nc(C)c(C(=O)Nc2nc3c(C)cccc3s2)o1	0%	5	-6	-12%	3.0%	-19%	-3.1%	-6%	i	4.5	1
O=C(O)c1ccc(NCc2ccc3c(c2)OCO3)cc1	-3%	-5	-5	0%	0.1%	0%	-5.2%	0%	i	0.5	1.1
O=C(CCCN1C(=O)c2ccccc2C1=O)NCC1CCCO1 (stereo unspecified)	-5%	-4	-3	1%	0.1%	0%	-1.5%	1%	i	0.7	1.1
CNC(=O)Cn1c(C)cc(=O)c2cccc(OC)c21	-6%	.	.	.	0.8%	.	.	6%	i	0.6	.
Cc1cc(NC(=O)CCC(=O)N(CC(=O)NCC2CCCO2)c2ccc3c(c2)OCCO3)no1 (stereo unspecified)	5%	-1	5	-3%	0.4%	-6%	-7.5%	16%	i	0.7	1.1
O=[N+]([O-])c1ccccc1OCCOc1ccccc1[N+](=O)[O-]	-15%	.	.	.	1.3%	.	.	-1%	i	0.3	.
COc1ccc(NC(=O)COc2ccc(C(=O)c3ccc(F)cc3)cc2)cc1S(N)(=O)=O	0%	.	.	.	6.2%	.	.	3%	i	1.2	.
Cc1ccn2cc(-c3ccc(NC(=O)c4ccco4)cc3)nc2c1	10%	19	18	-3%	5.6%	0%	-4.7%	-4%	i	0.5	1.1

Screening data: PubChem, several laboratories
